Screens: PubChem BioAssay, National Center for Advancing Translational Sciences (NCATS)
CRE Fsk mod – modulators of forskolin-stimulated CRE signaling in CHO cells; actives 2.5% (n = 71,000); Potency, µM (titrated, usually from 38.2 µM), for the others: top-dose activity change, negative = inhibition, most hits filed as activators; CHO CRE-bla reporter (cAMP response element driving beta-lactamase), forskolin EC10, beta-lactamase ratio; active means well fitted activation curve with a large enough effect in the signal ratio, with a control signal flat, not every such curve was filed as active; inconclusive means small, poorly fitted or top-dose-only effect, or effect the other way, or a change in a side signal; the % refers to the signal ratio; further: potency means the concentration at half of the fitted maximal effect; % of control where 0% means no effect
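Modulation of forskolin signalling: compounds in titration series added with EC10 NKH 477 to CHO cells carrying a CRE-driven beta-lactamase reporter, 3 h, 37C. CCF4 FRET ratio (460/530 nm, ex 405 nm) gives %activity and AC50.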
Epigenetic mod – epigenetic modulators derepressing GFP locus in mouse cells | mouse C127i GFP locus derepression, cytometry, 30 h | Potency, µM (highest dose often 46.1 µM), inactives show at the top dose GFP derepression (activation) | actives 0.09% (n = 68,000) | AID 597; further: % of control where 0% means no effect
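Derepression screen: silenced CMV-GFP reporter in murine C127i cells, 30 h compound incubation at 37 C, washed cells imaged by laser-scanning cytometer to enumerate GFP-expressing objects of 20 to 120 um.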
4MU fluor – compound fluoresces in the 4-MU spectral region; max dye-equivalent concentration, M; actives 11% (n = 59,000); compound autofluorescence, 340/450 nm, 4-MU equivalents; stronger effect = higher value; in the data active means max dye-equivalent concentration above about 10 nM; inconclusive means mostly about 1.1 nM to 9.6 nM
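Intrinsic fluorescence at 340/450 nm (ex/em) was read after 15 min at room temperature in pH 8.0, 100 mM Tris. Each compound concentration expressed as 4-MU-equivalent concentration from a six-point 4-MU standard series on each plate.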
ERK AVP inh – vasopressin-driven ERK pathway inhibition; HEK293-V1b, vasopressin-stimulated pERK AlphaScreen; AID 995; Potency, µM (series often up to 57.5 µM), inactives show at the top dose activity, negative = inhibition, actives largely listed as inhibitors; actives 0.99% (n = 72,000); further: potency means the concentration at half of the fitted maximal effect; on the % scale 0 is the no-effect control and ±100 the full control effect; nearly all actives have a fitted effect of over 55% in size
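qHTS, compounds titrated on V1b-expressing HEK293 cells. Preincubation 30 min at 37C, vasopressin 25 nM for 5 min, lysis 10 min, bead incubation 5 hr at room temperature.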
Hsp90 Hop PPI – changes Hsp90-Hop TPR2A binding signal, up or down; AlphaScreen TPR2A-His6 binding biotin-Hsp90 C-terminal peptide; Potency, µM (series often up to 57 µM), inactives show at the highest dose activity change, negative = inhibition; actives 0.44% (n = 71,000); AID 595; active means well fitted curve in either direction with a large enough effect; inconclusive means small, poorly fitted or top-dose-only effect, or another doubt; further: potency means the concentration at half of the fitted maximal effect; on the % scale 0 is the no-effect control and ±100 the full control effect; many of its hits are not listed in these tables
TexasRed autofl – compound fluoresces in the Texas Red spectral region; Compound fluorescence, Texas Red channel, 547/618 nm; stronger effect = higher value; max dye-equivalent concentration, M; actives 0.06% (n = 59,000); in the data active means max dye-equivalent concentration above about 10 nM; inconclusive means between about 1.1 nM and that limit
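Fluorescence at ex 547/em 618 nm, normalized against an on-plate Texas Red standard series to give dye-equivalent concentration per compound concentration. Buffer 100 mM Tris, pH 8.0; 15 min RT incubation before CCD imaging.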
UbGFP stabilizer – proteasome inhibitors stabilizing ubiquitin-GFP reporter. Potency, µM (series often up to 45.9 µM), without a hit: at the highest dose activation (GFP accumulation), hits mostly activators. Ubiquitin-GFP reporter cells, proteasome inhibition, GFP fluorescence; response scale: untreated = 0%, 10 µM MG-132 = 100%. 67,000 tested, under 10 active; active means well fitted activation curve with a large enough effect, not every such curve was filed as active; inconclusive means small, poorly fitted or top-dose-only effect, or another doubt; inactive means no such curve, though single readings can be large or run the other way; further: potency means the concentration at half of the fitted maximal effect
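Reporter cells (U2OS, ubiquitin-G76V-GFP fusion) are plated overnight, then treated 4 hr at 37 °C with compound titrations from 46 uM down to 2.9 nM. Activity is scaled against untreated cells and 10 uM MG-132.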
Fluorescein autfl – compound fluoresces in the fluorescein spectral region; max fluorescein-equivalent concentration, M; Compound autofluorescence, 480/540 nm, fluorescein-equivalent; stronger effect = higher value; actives 0.91% (n = 59,000); AID 593; in the data active means max fluorescein-equivalent concentration above about 10 nM; inconclusive means between about 1.1 nM and that limit
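Tris 100 mM pH 8.0; 15 min RT; CCD read, ex 480/em 540 nm. Output: fluorescein-equivalent concentration per compound concentration, from six-point dye series on each plate.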
A350 fluor – A350 region autofluorescence; Compound autofluorescence, 340/450 nm, Alexa 350 dye-equivalents; stronger effect = higher value; actives 11% (n = 59,000); AID 590; max dye-equivalent concentration, M; in the data active means max dye-equivalent concentration above about 10 nM; inconclusive means mostly about 1.1 nM to 9.6 nM
FLuc inh – blocks Photinus pyralis firefly luciferase activity; P08659; purified firefly luciferase, luminescence, 8 min; Potency, µM (doses to about 57.1 µM), for the others: at the top dose activity change, negative = inhibition, usual class: inhibitors; actives 2.2% (n = 72,000); AID 411; further: potency means the concentration at half of the fitted maximal effect; on the % scale 0 is the no-effect control and ±100 the full control effect; nearly all actives have a fitted effect of over 40% in size
Target sequence (P08659 whole entry, looked up): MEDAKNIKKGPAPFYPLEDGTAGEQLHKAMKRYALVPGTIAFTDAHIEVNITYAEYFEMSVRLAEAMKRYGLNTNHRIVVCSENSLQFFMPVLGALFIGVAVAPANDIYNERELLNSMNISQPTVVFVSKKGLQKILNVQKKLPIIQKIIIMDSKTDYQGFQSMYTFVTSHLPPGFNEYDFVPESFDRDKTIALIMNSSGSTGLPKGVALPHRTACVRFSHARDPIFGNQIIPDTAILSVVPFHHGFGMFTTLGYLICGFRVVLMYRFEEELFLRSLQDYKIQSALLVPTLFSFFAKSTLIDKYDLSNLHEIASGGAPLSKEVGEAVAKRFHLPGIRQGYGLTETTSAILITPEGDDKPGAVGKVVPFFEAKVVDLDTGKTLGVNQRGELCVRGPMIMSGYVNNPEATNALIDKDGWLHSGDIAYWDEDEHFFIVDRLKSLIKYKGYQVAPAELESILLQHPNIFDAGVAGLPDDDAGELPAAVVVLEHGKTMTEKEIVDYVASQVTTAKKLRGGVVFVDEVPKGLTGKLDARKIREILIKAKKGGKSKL
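Substrate buffer containing 10 uM ATP (pH 7.2 imidazole, Mg2+, KCl, detergent, BSA) is dispensed, compound pinned in, then luciferase/luciferin detector mix added. After 8 min at ambient temperature, light output is measured.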
HBB splice mod – modulators of hemoglobin beta chain splicing; HBB splicing reporter cell assay, activation; EGFP reporter with mutant IVS2-654 intron; response scale: normalised to 500 nM splice-correcting PNA; Potency, µM (series often up to 46.1 µM), for inactives: top-dose activation, most hits filed as activators; actives 0.06% (n = 65,000); AID 925; further: potency means the concentration at half of the fitted maximal effect; 0% is about no effect
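HeLa cells stably expressing EGFP interrupted by mutant beta-globin intron 2 (IVS2-654), 500/well in 2% FCS. Treated with compound for 2 days at 37C. Splicing correction scored as total well GFP intensity (488 nm excitation, 500-520 nm emission); 500 nM antisense PNA served as control.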
* marks the source's active call; other numbers are inactive results; i = inactive; u = inconclusive; x = not tested or not shown; [ ] = another dose, or the depositor's remark. Unless noted, the call rests on the fitted dose curve; in most records, active means well fitted curve in the direction sought with a large enough effect; inconclusive means small, poorly fitted or top-dose-only effect, or another doubt; inactive means no such curve, though single readings can be large; an effect the other way counts as inactive or inconclusive.

SMILES	CRE Fsk mod	Epigenetic mod	4MU fluor	ERK AVP inh	Hsp90 Hop PPI	TexasRed autofl	UbGFP stabilizer	Fluorescein autfl	A350 fluor	FLuc inh	HBB splice mod
CCN(CC)C(=O)NC1CC2CCCC(C1)N2Cc1ccccc1 (stereo unspecified)	2%	-1%	i	-18%	2%	i	-3%	i	i	1%	x
O=C(C1CCCCN1S(=O)(=O)c1ccc(F)cc1)N1CCN(c2ccccc2F)CC1 (stereo unspecified)	-22%	x	x	x	3%	x	4%	x	x	0%	-0.3%
CCn1nc(C(=O)NC2=NCCS2)c2ccccc2c1=O	21%	2%	i	11%	0%	i	14%	i	i	-1%	-0.4%
COc1ccc2[nH]c(=O)c(CN(CCCN(C)C)C(=O)Nc3ccc(F)cc3)cc2c1	8%	-4%	1.9e-07M*	22%	-2%	i	0%	u	2.3e-07M*	2%	1.4%[57.5 µM]
COc1ccc(NC(=O)CCSc2nnc(C)s2)cc1	0%	4%	x	-2%	-7%	x	20%	x	x	-3%	1.2%
C=CCOC(=O)COc1ccc2c(C)c(C)c(=O)oc2c1C	29%	5%	x	27%	2%	x	-16%	x	x	-8%	-7.8%
CCCCSc1nnc2n(CCc3ccccc3)c(=O)c3c4c(sc3n12)COC(C)(C)C4	x	5%[20.6 µM]	i	x	x	u	x	i	i	1%[25.5 µM]	x
CCOC(=O)C1=C(C)NC(=O)NC1c1ccco1 (stereo unspecified)	-11%	0%	i	9%	-4%	i	-3%	i	u	-1%	-0.1%[57.5 µM]
Cc1ccc2nc(NC(=O)CNS(=O)(=O)c3ccc(Br)s3)sc2c1	u	-2%	i	-19%	0%	u	3%	i	i	-1%	-0.2%
O=C(Nc1cccc(-c2cn3cccnc3n2)c1)c1ccc2c(c1)OCO2	u	0%	2e-07M*	u	-4%	i	2%	i	2.1e-07M*	16µM*	5.4%
CCn1nc(CC(=O)Nc2ccc(-n3cnnn3)c(C)c2)c2ccccc2c1=O	u	4%	i	5%	0%	u	-6%	i	i	3%	3.0%
COc1ccc(-n2c(Cc3cccn3C)nnc2SCC(=O)Nc2ccc(F)cc2F)cc1	-12%	x	x	u	-4%[2.3 µM]	x	-3%	x	x	-1%	-0.2%
COc1ccc(N2CCN(C(CNC(=O)c3ccco3)c3cccnc3)CC2)cc1 (stereo unspecified)	-11%	9%	i	10%	-1%	i	5%	i	i	0%	0.5%
COc1ccc2cc3cc(C(=O)NCCN4CCN(c5ccccc5F)CC4)oc3nc2c1	u	-1%	7e-07M*	-4%	-1%	i	-10%	i	7.3e-07M*	1%	-2.6%
CCN1CCC[C@@H](OC(=O)C(c2ccccc2)c2ccccc2)C1	-1%[17.1 µM]	2%[20.6 µM]	2.2e-08M*	9%[25.7 µM]	-3%[26 µM]	u	11%[20.5 µM]	u	1.8e-08M*	1%[25.5 µM]	0.0%[20.6 µM]
CC(=O)N1C(=O)C2(Nc3ccccc3N2)c2ccccc21	-1%	0%	x	-18%	-2%	x	-4%	x	x	1%	2.7%
CCN(CCCNC(=O)CCCn1c(=O)[nH]c2ccccc2c1=O)c1cccc(C)c1	-14%	1%	i	-5%	-10%	i	1%	i	i	2%	-0.1%
COc1ccc(Cc2nnc3n2N=C(c2cc4ccccc4o2)CS3)cc1OC	3.2µM*	1%	i	-1%	-3%	i	3%	u	i	1%	0.2%[57.5 µM]
COc1cccc(N2CCN(C(=O)CN(c3ccc(C)cc3)S(=O)(=O)c3c(C)n[nH]c3C)CC2)c1	-11%	x	x	-3%	-4%[2.3 µM]	x	-5%	x	x	-2%	-0.5%
Cc1nn(-c2ccccc2)c2sc(C(=O)OC3CCOC3=O)cc12 (stereo unspecified)	u	-1%	i	-16%	5%	i	3%	u	i	0%	-2.0%
C[C@@]12C=CC(=O)C=C1CC[C@@H]1[C@@H]2[C@H](O)C[C@]2(C)[C@@H]1CC[C@]2(O)C(=O)CO	-8%[17.1 µM]	0%[20.6 µM]	i	3%[25.7 µM]	0%[26 µM]	i	9%[20.5 µM]	u	i	8%[25.5 µM]	-1.3%[20.6 µM]
c1cc2c3c(cccc3c1)NC1(CCCCCC1)N2	-9%	0%	1.2e-08M*	-24%	-25%	i	-3%	i	1.4e-08M*	-10%	-0.9%
Cc1nc2c(c(=O)n1Cc1ccco1)c1nc3ccccc3nc1n2Cc1ccccc1	28%	-3%	9.3e-08M*	-19%	-2%	i	-2%	u	1.1e-07M*	-5%	3.3%[57.5 µM]
O=C1CCC(=O)N1CN(Cc1ccco1)CN1C(=O)CCC1=O	x	-8%[20.6 µM]	i	x	x	i	x	i	i	1%[25.5 µM]	x
Cn1c(=O)c2c(O)cc(=O)[nH]c2n(-c2ccccc2)c1=O	-2%	4%	i	15%	-3%	i	10%	i	i	0%	-0.5%
(listing goes on)
SMILES	CRE Fsk mod	Epigenetic mod	4MU fluor	ERK AVP inh	Hsp90 Hop PPI	TexasRed autofl	UbGFP stabilizer	Fluorescein autfl	A350 fluor	FLuc inh	HBB splice mod
O=C(c1cc(C(F)(F)F)cc(C(F)(F)F)c1)N1CCC2(CCCN(Cc3nccs3)C2)CC1	-5%	0%[9.22 µM]	i	-12%	-4%	i	-3%	i	i	0%[11.4 µM]	1.5%
CCC(=O)N1CCN(c2ccccc2NC(=O)COc2ccccc2Cl)CC1	u	-3%	i	-3%	-4%	i	-2%	u	i	0%	2.3%
CC(C)[N+](C)(CCOC(=O)C1c2ccccc2Oc2ccccc21)C(C)C	2%[17.1 µM]	-4%[20.6 µM]	u	-16%	-4%[26 µM]	i	-7%[20.5 µM]	u	u	0%[25.5 µM]	0.3%[20.6 µM]
Cc1noc(C)c1S(=O)(=O)N1CCC(C(=O)Nc2ccccn2)CC1	-14%	1%	i	15%	-8%	i	-5%	i	i	3%	-1.0%
CCOCCCn1c(=S)[nH]c2cc(C(=O)N3CCC(C(N)=O)CC3)ccc2c1=O	-9%	0%	u	4%	0%	i	6%	u	u	4%	3.3%
O=C(O)CCC(=O)N1CCC[C@H]1C(=O)O	-1%	-2%	i	u	-7%	i	-5%	u	i	1%	2.1%
COCCN(C(=O)Nc1ccc(OC)cc1OC)C1CCN(C(C)=O)CC1	3%	2%	i	3%	-2%	u	3%	i	i	-2%	7.4%
COc1cccc(-n2c(SCC(=O)OC(C)C)nnc2-c2cccnc2)c1	2%	-3%	i	9%	-3%	u	-5%	u	i	-3%	-0.3%[57.5 µM]
CCN(c1cccc(C(F)(F)F)c1)S(=O)(=O)c1ccc2c(c1)CCN2C(C)=O	u	1%	u	-8%	6%	i	8%	u	u	1%	-1.5%
CCCN1CCC(NC(=O)Nc2ccc(OC)c(OC)c2)CC1	-9%	3%	i	-1%	-10%	u	9%	i	i	1%	0.1%
CCc1ccc(-c2nc(CN3CCC(C(=O)NCCc4ccc(OC)c(OC)c4)CC3)c(C)o2)cc1	u	7%	i	u	-14%	i	-2%	i	i	-1%	5.0%[1.84 µM]
Cn1c(Cl)nc2c1c(=O)n(Cc1cccc(Br)c1)c(=O)n2C	x	5%[20.6 µM]	i	x	x	i	x	u	i	3%[25.5 µM]	x
COC(=O)c1cc(OC)c(OC)cc1-n1cnc2cc(OC)c(OC)cc2c1=O	u	-2%	x	u	-2%	x	-7%	x	x	0%	-0.1%
O=C(O)CCN1C(=O)c2ccccc2C1=O	2%	-4%	i	14%	-4%	i	2%	i	i	1%	1.1%
CC(C)CC(=O)Nc1c2c(nn1-c1ccc(F)cc1)CSC2	0%	x	x	-15%	-5%[2.3 µM]	x	6%	x	x	2%	-0.7%
NS(=O)(=O)c1ccc(NC=C2C(=O)OC3(CCCCC3)OC2=O)cc1	-3%	2%	x	u	5%	x	16%	x	x	-9%	0.7%
Cc1ccc(C(=O)CC2(O)C(=O)N(C)c3ccccc32)o1 (stereo unspecified)	-11%	x	x	x	3%	x	-2%	x	x	-1%	-0.7%
O=C(C1CCC1)N1CCc2cc(S(=O)(=O)NCC3COc4ccccc4O3)ccc21 (stereo unspecified)	-6%	0%	i	-6%	-1%	i	23%	i	i	2%	-0.4%
O=C(NCc1ccco1)c1cc(-c2ccc3c(c2)OCO3)on1	7%	-1%	u	25%	4%	i	-7%	i	u	-8%	-2.4%
COc1ccc(C)cc1-n1c(N)c(C#N)c(C#N)c1-c1ccc(OC)c(OC)c1OC	7%	-2%	i	u	-14%	i	-1%	i	i	3%	2.8%[57.5 µM]
O=C(O)C1CC=CCC1C(=O)N1CCN(c2nc(-c3ccccc3)c3ccccc3n2)CC1 (stereo unspecified)	x	-2%[20.6 µM]	1.9e-07M*	x	x	i	x	i	2.1e-07M*	0%[25.5 µM]	x
CC(=O)N1CCN(C)CC1	-11%	4%	x	-2%	5%	x	9%	x	x	-1%	x
Cc1ccc(-c2nc3ccccc3c(=O)n2CCCn2ccnc2)cc1	26%	-5%	i	-15%	-8%	u	0%	u	u	2%	-0.3%
CC(C)N1CC(C(=O)Nc2nc3ccccc3s2)CC1=O (stereo unspecified)	u	1%	i	-19%	-4%	i	1%	i	i	-2%	-0.3%

A portion of the library (hit frequency here may not be typical).
